Screens as filed in PubChem BioAssay.
aSyn yeast inh: rescues yeast growth from alpha-synuclein toxicity. Yeast expressing alpha-synuclein, growth rescue, BacTiter-Glo, 24 h. Potency, µM (highest dose often 46.1 µM), inactives show top-dose growth rescue (activation), actives largely listed as activators. 370,000 tested, 0.14% active. AID 652106; note: potency is the fitted concentration of half-maximal effect; % of control where 0% means no effect; nearly all actives have a fitted effect of over 65% in size
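Rescue of yeast growth: cells expressing toxic alpha-synuclein, induced in galactose at OD600 0.02, incubated with compound 24 h at 30 C. ATP luminescence quantified growth; inhibitors of toxicity appear as activators.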
GLP-1R agonist: agonists of human GLP-1 receptor. Potency, µM (titrated, usually from 45.6 µM), inactives show at the top dose activation, hits mostly activators. 380,000 tested, 0.007% active. HEK293 GLP-1R CRE-luciferase, luminescence, 4-6 h; cells express a hypersensitive GLP-1R form. AID 624172; note: potency is the fitted concentration of half-maximal effect; % of control where 0% means no effect
TDP43 rescue: inhibitors of TDP-43 toxicity in yeast; Potency, µM (highest dose often 46.1 µM), for inactives: at the top dose growth rescue (activation), hits mostly activators; AID 652104; TDP-43 expressing yeast growth rescue, BacTiter-Glo, 24 h; 410,000 tested, 1.8% active; note: potency is the fitted concentration of half-maximal effect; % of control where 0% means no effect; nearly all actives have a fitted effect of over 50% in size
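Cell-based yeast growth screen: TDP-43 expression induced in galactose, inoculum OD600=0.02 after raffinose pregrowth to mid-log. Read-out BacTiter-Glo luminescence at 24 hr, 30 deg C; inhibition of toxicity seen as signal increase.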
FUS suppressor: FUS proteinopathy suppression in yeast | S. cerevisiae FUS-expressing, growth rescue, OD600, 24 h | Potency, µM (doses to about 76.6 µM), inactives show at the top dose growth rescue (activation), actives largely listed as activators | 390,000 tested, 0.24% active;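 note: potency is the fitted concentration of half-maximal effect; plate controls were DMSO vehicle for no effect and reference control for full effect; nearly all actives have a fitted effect of over 55% in size; some results filed as inactive show a strong effect at the top dose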
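Compound concentration series was pinned onto galactose-induced FUS-expressing yeast seeded at OD 0.005. Plates sat 24hr at 30C; absorbance at 600 nm gave growth. DMSO served as background control.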
D3 antag: D3 dopamine receptor (human) antagonism. AID 652054. max response, negative = inhibition, %. 360,000 tested, 2.5% active. P35462. D3R cells, DiscoveRx beta-arrestin luminescence, antagonist mode; hits give low values; in the data active = max response below about -50%; inconclusive = no clear call, values can overlap the other calls; note: % is set by controls: 0 for no effect and ±100 for the full control effect; mostly tested at two doses, the higher about 12 µM
Target sequence (P35462 whole entry, looked up): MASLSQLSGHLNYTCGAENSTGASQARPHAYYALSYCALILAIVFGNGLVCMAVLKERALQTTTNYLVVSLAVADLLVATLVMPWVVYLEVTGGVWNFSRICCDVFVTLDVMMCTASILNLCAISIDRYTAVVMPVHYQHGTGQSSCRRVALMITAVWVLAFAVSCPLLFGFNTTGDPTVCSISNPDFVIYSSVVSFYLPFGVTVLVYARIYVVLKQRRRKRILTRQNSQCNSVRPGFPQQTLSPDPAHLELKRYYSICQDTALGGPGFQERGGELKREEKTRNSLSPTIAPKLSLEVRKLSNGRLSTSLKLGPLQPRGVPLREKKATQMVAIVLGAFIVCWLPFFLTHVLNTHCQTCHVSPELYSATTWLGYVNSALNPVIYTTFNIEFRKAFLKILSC
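Cells expressing the human receptor were seeded at 1500 cells/well, incubated overnight at 37 degrees C in 5% CO2, then exposed to library compounds with dopamine controls for 90 minutes at 37 degrees C before luminescent detection.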
Abeta rescue: compounds reversing amyloid beta toxicity in yeast; yeast expressing A-beta42, growth rescue, OD600, 48 h; response scale: 0% DMSO, 100% iron-clioquinol control; Potency, µM (doses to about 46.1 µM), for inactives: at the top dose growth rescue, usual class: activators; 410,000 tested, 0.063% active; AID 1347071; note: potency is the fitted concentration of half-maximal effect; nearly all actives have a fitted effect of over 55% in size
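Yeast growth medium received pinned compounds, then yeast cells expressing toxic A-beta were added; plates incubated at 30 C for 48 hr. Growth read as absorbance at 600 nm, normalized to DMSO and equimolar FeCl3 plus clioquinol controls.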
PTHR1 ag: agonists of human PTHR1 parathyroid hormone receptor; Q03431; HEK293 GP2 PTHR1 cells, GloSensor cAMP luminescence, 1 h; Potency, µM (doses to about 115 µM), inactives show at the highest dose activation, hits mostly activators; 410,000 tested, 0.075% active; AID 743266; note: potency is the fitted concentration of half-maximal effect; nearly all actives have a fitted effect of over 55% in size; some results filed as inactive show a strong effect at the top dose; inactives centre near -15; many of its hits are not listed in these tables
Target sequence (Q03431 whole entry, looked up): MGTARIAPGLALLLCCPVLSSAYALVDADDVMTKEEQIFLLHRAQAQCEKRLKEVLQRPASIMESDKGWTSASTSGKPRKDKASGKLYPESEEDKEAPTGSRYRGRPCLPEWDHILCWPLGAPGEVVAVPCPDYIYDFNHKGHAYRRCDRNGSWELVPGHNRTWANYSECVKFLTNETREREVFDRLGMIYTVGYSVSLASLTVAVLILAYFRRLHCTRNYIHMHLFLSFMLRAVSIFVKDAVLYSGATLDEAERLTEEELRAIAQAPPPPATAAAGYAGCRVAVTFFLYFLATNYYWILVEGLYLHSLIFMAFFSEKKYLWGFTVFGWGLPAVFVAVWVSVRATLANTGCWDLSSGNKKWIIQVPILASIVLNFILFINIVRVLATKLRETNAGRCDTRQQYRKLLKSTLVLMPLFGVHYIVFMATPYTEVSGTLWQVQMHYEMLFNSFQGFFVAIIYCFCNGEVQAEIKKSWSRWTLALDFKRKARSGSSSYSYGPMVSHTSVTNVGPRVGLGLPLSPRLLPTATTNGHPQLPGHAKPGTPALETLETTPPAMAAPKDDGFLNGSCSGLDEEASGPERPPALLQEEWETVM
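HEK-293-derived GP2 cells expressing PTHR1 and a GloSensor cAMP reporter, 3,000/well, plated overnight, given luciferin plus IBMX (each 0.5 mM as added) for 1 h at 37 °C, then compound for 1 h at 37 °C. Luminescence was read after 15 min at room temperature.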
GLP-1R inv ag: GLP-1 receptor (human) inverse agonism. P43220. Potency, µM (highest dose often 38.3 µM), inactives show at the highest dose activity change, negative = inhibition, actives largely listed as inhibitors. 410,000 tested, 1.6% active. HEK293 GLP-1R CRE-luciferase, luminescence, 24 h; GLP-1R form is constitutively active. AID 624417; note: potency is the fitted concentration of half-maximal effect; % is set by controls: 0 for no effect and ±100 for the full control effect; nearly all actives have a fitted effect of over 55% in size
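Stable HEK293 clone (constitutively active GLP-1R + cAMP-response luciferase); 200 cells/uL plated, 12 h pre-culture, compound 24 hr, 37 deg C/5% CO2; detection reagent 12 min RT; luminescence.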
Akt phos inh: Akt phosphorylation inhibition; Neuro2A IGF-stimulated pAkt S473 HTRF, 20 min; hits give low values; AID 651550; 360,000 tested, 0.32% active; activity change, % for hits at 50 µM; in the data active = activity change below about -80%; inconclusive = mostly about -51% to -80%; note: % is set by controls: 0 for no effect and ±100 for the full control effect
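Neuro2A cells in DMEM with 0.5% FBS, overnight at 37 deg C, given compound at single 50 µM final, then IGF (6 nM final) for 20 min at 37 deg C. Lysed; phospho-Akt Ser473 by HTRF after 24 h, 665/615 ratio.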
The depositor's hits bear a star; i = inactive; ? = inconclusive; · = not tested or not shown; & = joins results of further samples; [ ] = dose if it differs, or a comment. Unless noted, calls come from the whole dose curve; as a rule, active = well fitted curve in the direction sought with a large enough effect; inconclusive = small, poorly fitted or top-dose-only effect, or another doubt; inactive = no such curve, though single readings can be large; an effect the other way counts as inactive or inconclusive. A portion of the library (hit frequency here may not be typical).

SMILES	aSyn yeast inh	GLP-1R agonist	TDP43 rescue	FUS suppressor	D3 antag	Abeta rescue	PTHR1 ag	GLP-1R inv ag	Akt phos inh
CCOC(=O)C1CCN(C(=O)c2ccccc2NC(=O)C2=C(C)OCCS2)CC1	22%	0%	5%	16%	-11	-8%	-24%	6%	i
Cc1cc(OCC(=O)NCC(c2ccc(F)cc2)N2CCOCC2)ccc1Cl (stereo unspecified)	2%	1%	4%	2%	3	-6%	-36%[inhibitor]	?	i
C#CCOc1ccccc1CNC1CCN(Cc2ccccc2)CC1	-8%	-1%	-2%	-11%	-22	0%	-16%	?	i
CCN=C1SC(C(=O)Nc2ccc(Cl)c(Cl)c2)CC(=O)N1CC (stereo unspecified)	8%	-7%	0%	4%	7	7%	i	-9%	i
CN(Cc1cccc(F)c1)C(=O)CN1CCN(S(=O)(=O)c2ccc3c(c2)OCCCO3)CC1	2%	20%	21%	-3%	-1	5%	-16%	0%	i
O=C(Nc1nccs1)C1CCN(S(=O)(=O)c2ccc(Cl)c(C(F)(F)F)c2)CC1	4%	-12%	-2%	-5%	3	8%	-9%[57.5 µM]	-9%	i
Cc1ccc(NC(=O)c2cccn2-c2nnc(N3CCCCC3)s2)cc1Cl	·	·	23%	35%	·	14%	i	?	·
Cn1c(=O)n(C)c2cc(CNC(=O)[C@H]3O[C@@H](n4ccc(=O)[nH]c4=O)[C@H](O)[C@@H]3O)ccc21	-4%	2%	15%	-12%	10	-8%	i	14%	i
CCc1ccc(NC(=O)C2CCCN(S(=O)(=O)c3ccc4c(c3)CCCN4C(C)=O)C2)cc1 (stereo unspecified)	1%	-1%	18%&2%	?	16	16%&7%	-10%&-6%	?	i
CCC(=O)Nc1cccc(C(=O)OC)c1	-3%	-2%	-12%	29%	-6	-11%	-18%	14%	i
CCCCCCCCCCCCCC(=O)NO	?	0%	0%	·	62	8%	-12%	15%	i
CN(CC(=O)Nc1c(Cl)cccc1Cl)C(=O)c1n[nH]c2ccccc12	-3%	13%	5%	4%	3	-8%	i	4%	i
O=C(NCc1ccc(Cl)cc1)c1ccc(Cn2c(=O)c3cccn3c3cccnc32)cc1	·	·	14%	-18%	·	-6%	i	3%	·
Cc1sc(NC(=O)CS(=O)(=O)c2ccccc2)c(C#N)c1C	0%	1%	11%	7%	15	4%	-23%	7%	i
COCCN(C(=O)COC(=O)c1cc2ccccc2cc1O)c1c(N)n(Cc2ccccc2)c(=O)[nH]c1=O	-1%	-5%	8%	10%	0	0%	i	14%	i
Cc1ccc(NC(=O)c2ccc3c(=O)n4c(nc3c2)CCCCC4)cc1F	4%	14%	-7%	?	-9	-18%	-26%	?	i
COC(=O)C1C(C(=O)OC)C1(c1ccccc1)c1ccccc1 (stereo unspecified)	-15%	13%	-12%	24%	3	1%	i	-2%	i
COc1cc(CN(C(=O)c2ccccc2Br)c2ccccn2)cc(OC)c1OC	·	·	5%	15%	·	-9%	-25%	13%	·
O=C(O)CCC(=O)N1N=C(c2ccco2)CC1c1cccs1 (stereo unspecified)	-3%	0%	-5%	1%	-29	-6%	i	3%	i
O=C1C(=O)N(CCN2CCOCC2)C(c2ccc(Cl)c(Cl)c2)/C1=C(/O)c1ccc2c(c1)OCO2 (stereo unspecified)	0%	-4%	18%	18%	-1	-5%	i	14%	i
c1ccc(Nc2nc(-c3cccnc3)cs2)nc1	-2%	-17%	15%	3%	7	8%	-16%	-22%	i
CCC(C)n1c(-c2cccc(S(=O)(=O)N(CC)CC)c2)n[nH]c1=S (stereo unspecified)	1%	3%	28%	9%	-4	-3%	-20%	4%	i
c1ccc2c(CNn3cnnc3)cccc2c1	5%	-12%	-1%	-3%	7	-3%	i	30%[activator]	i
Cc1nc2ccccc2c2c(N)c3ccccc3n12	17%	7%	?	7%	24	-16%	-4%	?	i
CN1C(=S)SC2CS(=O)(=O)CC21C (stereo unspecified)	-4%	9%	-11%[1.82 µM]	-7%	13	21%	7%	0%	i

Single records (already shown).
`CCCCCCCCCCCCCC(=O)NO` as listed: aSyn yeast inh: ?; GLP-1R agonist: 0%; TDP43 rescue: 0%; FUS suppressor: ·; D3 antag: 62; Abeta rescue: 8%; PTHR1 ag: -12%; GLP-1R inv ag: 15%; Akt phos inh: i
`COc1cc(CN(C(=O)c2ccccc2Br)c2ccccn2)cc(OC)c1OC` as listed: aSyn yeast inh: ·; GLP-1R agonist: ·; TDP43 rescue: 5%; FUS suppressor: 15%; D3 antag: ·; Abeta rescue: -9%; PTHR1 ag: -25%; GLP-1R inv ag: 13%; Akt phos inh: ·

Quoted from the listing:
TDP43 rescue, CN(Cc1cccc(F)c1)C(=O)CN1CCN(S(=O)(=O)c2ccc3c(c2)OCCCO3)CC1 stands at 21%
GLP-1R agonist, c1ccc2c(CNn3cnnc3)cccc2c1 stands at -12%
FUS suppressor, Cc1sc(NC(=O)CS(=O)(=O)c2ccccc2)c(C#N)c1C stands at 7%

Going on with the list.
SMILES	aSyn yeast inh	GLP-1R agonist	TDP43 rescue	FUS suppressor	D3 antag	Abeta rescue	PTHR1 ag	GLP-1R inv ag	Akt phos inh
CN(C)c1oc(-c2ccccc2Cl)nc1S(=O)(=O)c1ccccc1	-10%	6%	?	-23%	13	-3%	i	?	i
Cc1ccc2c(c1)N(CCC(=O)NCc1cccnc1)C(=O)CO2	0%	-4%	5%	7%	8	12%	-35%[inhibitor]	-9%	i
Cc1ccc(F)c([C@H]2[C@@H]3C=CCC[C@@]3(C)C(=O)N2Cc2ccccc2)c1	-7%	11%	5%	38%	6	-20%	i	?	i
COc1ccc(C(=O)C2CCN(C(=O)Nc3ccccc3C)CC2)cc1	3%	4%	?	12%	-4	3%	-42%	?	i
CC(C)C(OC(=O)c1cc2sccc2n1C)C(=O)NCC1CCCO1 (stereo unspecified)	21%	11%	0%	9%	2	17%	i	0%	i
CN1CCN(C(=O)c2cc3c(n(-c4ccccc4)c2=O)CC(C)(C)CC3=O)CC1	3%	5%	-1%	8%	9	13%	-22%	15%	i
CCOC(=O)N1CCN(C(=O)C2CCCN(c3ncnc4c3nc3n4CCCCC3)C2)CC1 (stereo unspecified)	-7%	25%	0%	26%	5	-8%	-16%	0%	i
CCOC(=O)c1ccc(NC(=O)C(CC)Sc2nc3ccncc3[nH]2)cc1 (stereo unspecified)	·	·	4%	-13%	·	0%	i	29%	·
CCC(OC(=O)C(CC(C)C)NC(=O)c1ccccc1)C(=O)Nc1nnc(C)s1 (stereo unspecified)	-5%	0%	0%	22%	-2	-22%	16%	10%	i
Cc1cc(C)cc(-n2nnc(-c3nc(-c4ccc5c(c4)OCO5)no3)c2C)c1	·	·	0%	-7%	·	2%	i	12%	·
FC(F)Oc1ccccc1/C=N/Nc1nc2ccccc2o1	1%	14%	15%	12%	?	6%	i	0%	i
CCOC(=O)Cn1c(-c2nonc2NC(=O)c2ccccc2F)nc2ccccc21	-7%	0%	-7%	19%	-20	-8%	-46%[inhibitor]	?	i
Nc1nnnn1CC(=O)OCc1cccc(Br)c1	-6%	-14%	-12%	15%	18	-3%	-35%[inhibitor][57.5 µM]	0%	i
CCOc1ccc(NC(=O)CN(C)C(=O)CSc2ccccc2)cc1OCC	-1%	15%	8%	3%	0	17%	i	-16%	i
Cc1ccc(C(=O)N2CCC(C)CC2)cc1S(=O)(=O)N1CCCCC1	12%	15%	?	16%	2	11%	-19%	?	i
COc1ccc(NC(=O)N(C)[C@H]2C[C@H]3c4[nH]c5ccccc5c4CCN3C(=O)[C@H]2CO)cc1	0%	-2%	21%	14%	-10	2%	-11%	-3%	i
O=C(NCCc1ccccc1)c1cnc2sccn2c1=O	-1%	2%	27%	-12%	-17	0%	-28%	-18%	i
Cc1ccc(C)n1-c1ncc(Br)cn1	-4%	11%	-3%[9.22 µM]	4%	-4	-3%	i	7%	i
Cc1ccccc1Nc1nnc(SCC(=O)NCc2ccco2)s1	1%	12%	19%	4%	?	-25%	2%[57.5 µM]	-3%	i
COc1ccc(CN2C(=O)CCC(C(=O)O)C2c2ccccc2)cc1 (stereo unspecified)	2%	7%	-6%	12%	-6	24%	-15%	7%	i
COc1ccc(C2/C(=C(/O)c3ccccc3)C(=O)C(=O)N2C)c(OC)c1 (stereo unspecified)	4%	-3%	20%	24%	3	-9%	-10%	7%	i
COc1ccccc1C(C)NS(=O)(=O)c1ccc(Cl)nc1 (stereo unspecified)	-1%	-9%	25%	-7%	-11	26%	-7%	-5%	i
COc1ccc(C)c2sc(NC(=O)C3CC3)nc12	1%	22%	16%	-21%	20	15%	-24%	?	i
Nc1nc(NCC2CCCO2)nc(Nc2ccccc2)c1[N+](=O)[O-] (stereo unspecified)	8%	18%	12%	·	9	5%	-19%	37%[activator]	i
COc1cccc2sc(N(CCCN(C)C)C(=O)c3ccc(S(=O)(=O)N4CCCc5ccccc54)cc3)nc12	11%	-1%	-3%	33%	-23	13%	-22%	?	i
CC(CSc1nnnn1-c1ccccc1)Cn1c(N2CCN(C)CC2)nc2c1c(=O)[nH]c(=O)n2C (stereo unspecified)	0%	7%	-11%[9.22 µM]	12%	-14	-39%[inhibitor]	i	22%	i
COc1cc(NC(=O)c2noc3c2CSc2ccccc2-3)cc(OC)c1OC	·	·	-10%	22%	·	-14%	-47%[inhibitor]	?	·
O=S(=O)(Nc1cccc(-n2cnnn2)c1)c1ccccc1C(F)(F)F	3%	4%	-5%	19%	-1	2%	-9%	13%	i
CC(=O)c1ccc(NC(=O)C2CC(c3ccc(F)cc3)=NO2)cc1 (stereo unspecified)	0%	-10%	-17%	18%	-16	-19%	-2%	2%	i
O=C(O)CCC(=O)NNc1ncnc2ccccc12	-1%	10%	-13%	26%	2	-1%	-1%	2%	i
